NSD2 block – inhibitors of human NSD2 methyltransferase; NSD2-SET H3K36me1 DELFIA fluorescence, biochemical; O96028; actives 0.07% (n = 44,000); AID 624260; inhibition, % at 12.5 µM; in the data active means inhibition above about 54%, passing the limit was not always enough;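 further: inhibitors reduce the monomethyl H3K36 fluorescence signal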
Starred values were filed as active, the others as inactive. A portion of the library (hit frequency here may not be typical).

The first five compounds, to show the layout:
CCN(CC)c1ccc(NC(=O)c2ccc(Cl)cc2)c(N(CC)CC)n1
  NSD2 block: -3

O=C(O)CCCCCCC(=O)Nc1ccc(C2OC(CSc3ccncc3)CC(c3ccccc3)O2)cc1 (stereo unspecified)
  NSD2 block: -4

C[C@@H]1CN([C@H](C)CO)C(=O)CCCn2nncc2CO[C@H]1CN(C)C(=O)c1cc(-c2ccccc2)on1
  NSD2 block: 1

CC(C)NC(=O)N(C)C[C@H]1Oc2cc(-c3cccnc3)ccc2S(=O)(=O)N([C@@H](C)CO)C[C@@H]1C
  NSD2 block: 21

C/C=C/c1cnc2c(c1)C(=O)N([C@@H](C)CO)C[C@H](C)[C@@H](CN(C)C(=O)c1cccnc1)O2
  NSD2 block: 1

All compounds of this part (from the top)
CCN(CC)c1ccc(NC(=O)c2ccc(Cl)cc2)c(N(CC)CC)n1
  NSD2 block: -3

O=C(O)CCCCCCC(=O)Nc1ccc(C2OC(CSc3ccncc3)CC(c3ccccc3)O2)cc1 (stereo unspecified)
  NSD2 block: -4

C[C@@H]1CN([C@H](C)CO)C(=O)CCCn2nncc2CO[C@H]1CN(C)C(=O)c1cc(-c2ccccc2)on1
  NSD2 block: 1

CC(C)NC(=O)N(C)C[C@H]1Oc2cc(-c3cccnc3)ccc2S(=O)(=O)N([C@@H](C)CO)C[C@@H]1C
  NSD2 block: 21

C/C=C/c1cnc2c(c1)C(=O)N([C@@H](C)CO)C[C@H](C)[C@@H](CN(C)C(=O)c1cccnc1)O2
  NSD2 block: 1

C[C@H]1CN([C@@H](C)CO)C(=O)c2cccc(NC(=O)Nc3ccc(C(F)(F)F)cc3)c2O[C@H]1CN(C)S(=O)(=O)c1cccs1
  NSD2 block: -7

O=C(C[C@@H]1CC[C@@H](NC(=O)Nc2ccc3c(c2)OCO3)[C@@H](CO)O1)NCc1ccc(Cl)cc1
  NSD2 block: 1

C[C@@H]1CN([C@@H](C)CO)S(=O)(=O)c2ccc(C#CC3(O)CCCC3)cc2O[C@@H]1CN(C)C(=O)Cc1ccccc1
  NSD2 block: -1

CC(=O)OC1CCC(C)(O)C2OC(CC1(C)O)C(C(C)C)C2OC(=O)/C=C/c1ccccc1 (stereo unspecified)
  NSD2 block: 0

COCC#Cc1ccc2c(c1)O[C@@H](CN(C)Cc1ccc3c(c1)OCO3)[C@H](C)CN([C@@H](C)CO)S2(=O)=O
  NSD2 block: 25

C[C@@H]1CCCCO[C@@H](CN(C)S(=O)(=O)c2ccccc2)[C@@H](C)CN([C@H](C)CO)C(=O)c2cc(NC(=O)CCCN(C)C)ccc2O1
  NSD2 block: -1

COc1ccc(CN(C)C[C@H]2OCCCC[C@H](C)Oc3ccc(NC(=O)CCC(F)(F)F)cc3C(=O)N([C@H](C)CO)C[C@H]2C)cc1
  NSD2 block: 1

COc1ccc(-c2ccc3c(c2)O[C@@H](CN(C)C(=O)c2ccccc2F)[C@@H](C)CN([C@H](C)CO)S3(=O)=O)cc1
  NSD2 block: -4

CC(C)NC(=O)N(C)C[C@@H]1Oc2ncc(-c3cccc(F)c3)cc2C(=O)N([C@H](C)CO)C[C@@H]1C
  NSD2 block: 30

C[C@H]1CN([C@@H](C)CO)S(=O)(=O)c2ccc(-c3cncnc3)cc2O[C@@H]1CN(C)C
  NSD2 block: 1

CCCC#Cc1ccc2c(c1)O[C@H](CN(C)C(=O)c1ccccc1F)[C@H](C)CN([C@@H](C)CO)S2(=O)=O
  NSD2 block: -5

COc1ccccc1-c1cnc2c(c1)C(=O)N([C@H](C)CO)C[C@@H](C)[C@@H](CN(C)CC1CCCC1)O2
  NSD2 block: 5

CN(C)CC(=O)Nc1ccc2c(c1)[C@H]1C[C@@H](CC(=O)N3CCOCC3)O[C@H](CO)[C@H]1O2
  NSD2 block: 3

C[C@H](CO)N1C[C@H](C)[C@H](CN(C)C(=O)NC2CCCCC2)Oc2ccc(NS(=O)(=O)c3ccc(Cl)cc3)cc2C1=O
  NSD2 block: 3

C[C@H]1CN([C@@H](C)CO)C(=O)c2cc(/C=C/c3ccccc3)cnc2O[C@@H]1CN(C)C
  NSD2 block: -1

Rewritten with values ahead of the structure: part of the list above.
| NSD2 block | smiles |
| --- | --- |
| 25 | COCC#Cc1ccc2c(c1)O[C@@H](CN(C)Cc1ccc3c(c1)OCO3)[C@H](C)CN([C@@H](C)CO)S2(=O)=O |
| -1 | C[C@@H]1CCCCO[C@@H](CN(C)S(=O)(=O)c2ccccc2)[C@@H](C)CN([C@H](C)CO)C(=O)c2cc(NC(=O)CCCN(C)C)ccc2O1 |

Following part:
Cc1ccc(S(=O)(=O)Nc2ccc3c(c2)C(=O)N([C@H](C)CO)C[C@H](C)[C@@H](CN(C)Cc2ccc(Oc4ccccc4)cc2)O3)cc1
  NSD2 block: 1

CC(=O)OCC(CCn1cnc2cnc(N)nc21)COC(C)=O
  NSD2 block: -2

COc1ccc(S(=O)(=O)Nc2cccc3c2O[C@H](CN(C)C(=O)NC2CCCCC2)[C@H](C)CN([C@H](C)CO)C3=O)cc1
  NSD2 block: 2

COCC(=O)N(C)C[C@@H]1Oc2ncc(-c3ccc(C)cc3)cc2C(=O)N([C@H](C)CO)C[C@H]1C
  NSD2 block: 0

C[C@@H]1CCCCO[C@H](CN(C)C(=O)Nc2cccc3ccccc23)[C@@H](C)CN([C@H](C)CO)C(=O)c2cc(NC(=O)c3ccncc3)ccc2O1
  NSD2 block: 0

C[C@@H]1CN([C@@H](C)CO)C(=O)Cc2cc(NC(=O)C3CC3)ccc2O[C@H]1CN(C)S(=O)(=O)c1cccs1
  NSD2 block: 2

C[C@@H]1CN([C@@H](C)CO)C(=O)c2cc(C#Cc3ccccc3F)cnc2O[C@@H]1CN(C)C(=O)Cc1ccccc1
  NSD2 block: -1

C[C@@H]1CN([C@H](C)CO)C(=O)c2cc(NS(=O)(=O)c3ccc(Cl)cc3)ccc2O[C@@H]1CN(C)Cc1ccccc1
  NSD2 block: 0

C/C=C/c1cnc2c(c1)C(=O)N([C@@H](C)CO)C[C@@H](C)[C@H](CN(C)C(=O)c1cccnc1)O2
  NSD2 block: 1

Cc1cc(=O)oc2n[nH]c(CSc3ccc(Cl)cc3)c12
  NSD2 block: -4

Of the compounds above, two have an aryl thioether with sulfur outside any ring.
O=C(O)CCCCCCC(=O)Nc1ccc(C2OC(CSc3ccncc3)CC(c3ccccc3)O2)cc1 (stereo unspecified)
  NSD2 block: -4

Cc1cc(=O)oc2n[nH]c(CSc3ccc(Cl)cc3)c12
  NSD2 block: -4

Later entries.
structure | NSD2 block
CC(C)NC(=O)N(C)C[C@H]1OCCCC[C@@H](C)Oc2ccc(NC(=O)c3ccccc3)cc2C(=O)N([C@H](C)CO)C[C@@H]1C | -3
CC(=O)OC1=C(C(=O)c2ccccc2)N(C)S(=O)(=O)c2ccccc21 | 3
C[C@H](CO)N1C[C@H](C)[C@H](CN(C)C(=O)C2CC2)Oc2ncc(C#CC3CCCC3)cc2C1=O | -9
C[C@@H]1CN([C@H](C)CO)S(=O)(=O)c2ccc(C#CCC3CCCC3)cc2O[C@H]1CN(C)C(=O)CC1CC1 | -1
C[C@@H]1CN([C@H](C)CO)C(=O)c2cc(NC(=O)Nc3cccc4ccccc34)ccc2O[C@@H](C)CCCCO[C@H]1CN(C)C(=O)c1ccccc1 | -1
O=C(Nc1cc(C(F)(F)F)cc(C(F)(F)F)c1)c1cc(Cl)ccc1O | -15
C[C@H]1CN([C@@H](C)CO)C(=O)c2cccc(NS(C)(=O)=O)c2O[C@@H]1CN(C)Cc1ccccc1 | 0
C[C@H](CO)N1C[C@H](C)[C@@H](CN(C)C(=O)C2CC2)Oc2cc(C#C[C@@H](C)O)ccc2S1(=O)=O | 5
CC(C)CC#Cc1ccc2c(c1)O[C@H](CN(C)Cc1ccncc1)[C@@H](C)CN([C@H](C)CO)S2(=O)=O | 1
Cc1ccc(S(=O)(=O)Nc2ccc3c(c2)C(=O)N([C@H](C)CO)C[C@@H](C)[C@@H](CN(C)S(=O)(=O)c2ccccc2)OCCCC[C@@H](C)O3)cc1 | 0
C[C@H]1CN([C@@H](C)CO)C(=O)Cc2cc(NC(=O)Cc3ccccc3)ccc2O[C@H]1CN(C)Cc1ccc(Oc2ccccc2)cc1 | -5
C[C@H](CO)N1C[C@H](C)[C@@H](CN(C)C(=O)Nc2cccc3ccccc23)Oc2ccc(NC(=O)CCC(F)(F)F)cc2C1=O | -1
C[C@H]1CCCCO[C@@H](CN(C)C(=O)Nc2ccccc2)[C@@H](C)CN([C@@H](C)CO)C(=O)c2cc(NC(=O)Cc3ccccc3)ccc2O1 | -1
COCC#Cc1ccc2c(c1)O[C@@H](CN(C)Cc1ccc3c(c1)OCO3)[C@@H](C)CN([C@H](C)CO)S2(=O)=O | 2
C[C@H]1CN([C@@H](C)CO)C(=O)c2cc(NC(=O)C3CC3)ccc2O[C@@H]1CN(C)C(=O)Nc1ccccc1 | 1
COc1ccc(NC(=O)N(C)C[C@H]2Oc3ccc(NC(=O)Nc4ccc(C(F)(F)F)cc4)cc3C(=O)N([C@H](C)CO)C[C@@H]2C)cc1 | -1
CCC(=O)N(C)C[C@@H]1Oc2ncc(C#C[C@@H](C)O)cc2C(=O)N([C@@H](C)CO)C[C@H]1C | -3
Cc1noc(C)c1NC(=O)Nc1ccc2c(c1)C(=O)N([C@H](C)CO)C[C@H](C)[C@@H](CN(C)C(=O)NC(C)C)OCCCC[C@@H](C)O2 | 16
C/C=C/c1cnc2c(c1)C(=O)N([C@@H](C)CO)C[C@@H](C)[C@@H](CN(C)C(=O)C1CCC1)O2 | 0
COc1ccc(CN(C)C[C@@H]2OCCCC[C@@H](C)Oc3ccc(NC(=O)Nc4c(C)noc4C)cc3C(=O)N([C@H](C)CO)C[C@@H]2C)cc1 | 8
C[C@@H]1CN([C@@H](C)CO)C(=O)c2cccc(NS(C)(=O)=O)c2O[C@H]1CN(C)S(=O)(=O)c1cn(C)cn1 | -1
CC(C)CC#Cc1ccc2c(c1)O[C@H](CN(C)Cc1cccc(F)c1)[C@H](C)CN([C@@H](C)CO)S2(=O)=O | -7
C[C@H]1CN([C@@H](C)CO)C(=O)c2cc(C#CC3CCCCC3)cnc2O[C@H]1CN(C)C(=O)NC1CCCC1 | 4
C[C@H](CO)N1C[C@H](C)[C@@H](CN(C)C(=O)Nc2ccc3c(c2)OCO3)Oc2ccc(NC(=O)CCC(F)(F)F)cc2C1=O | 2
C[C@@H]1CCCCO[C@H](CN(C)C(=O)c2ccccc2)[C@H](C)CN([C@H](C)CO)C(=O)c2cc(NC(=O)c3ccncc3)ccc2O1 | -3

(further entries)
structure | NSD2 block
C[C@H](CO)N1C[C@H](C)[C@@H](CN(C)Cc2cccc3c2OCCCO3)OCc2ccccc2-c2ccccc2C1=O | 1
COc1cccc(-c2cnc3c(c2)C(=O)N([C@@H](C)CO)C[C@@H](C)[C@@H](CN(C)C(=O)CN(C)C)O3)c1 | 0
COc1ccc(C#Cc2ccc3c(c2)[C@]2(C(=O)N3)[C@H](c3ccc(O)cc3)N3[C@H](c4ccccc4)[C@H](c4ccccc4)OC(=O)[C@H]3[C@@H]2C(=O)O)cc1 | -5
C[C@@H]1CN([C@@H](C)CO)C(=O)Cc2cc(NC(=O)Nc3ccc4c(c3)OCO4)ccc2O[C@@H]1CN(C)Cc1ccc(C(=O)Nc2ccccc2N)cc1 | -16
COC(=O)C[C@@H]1C[C@@H]2c3cc(N)ccc3O[C@@H]2[C@@H](CO)O1 | 1
CCCC[C@H]1OB(O)C[C@H]2C1=C(COc1ccccc1)Cn1c(=O)n(-c3ccccc3)c(=O)n12 | -7
COCC(=O)N(C)C[C@@H]1Oc2ncc(C#Cc3ccc(OC)cc3)cc2C(=O)N([C@H](C)CO)C[C@H]1C | 13
C[C@@H]1CN([C@@H](C)CO)S(=O)(=O)c2ccc(C#Cc3ccncc3)cc2O[C@H]1CN(C)C(=O)c1ccncc1 | -5
C[C@@H]1CCCCO[C@H](CN(C)S(C)(=O)=O)[C@@H](C)CN([C@@H](C)CO)C(=O)c2cc(NC(=O)C3CCCCC3)ccc2O1 | 3
C[C@H](CO)N1C[C@H](C)[C@@H](CN(C)S(C)(=O)=O)Oc2ncc(C#CC3(O)CCCC3)cc2C1=O | -2
COC(=O)C[C@H]1C[C@@H]2c3cc(NS(=O)(=O)c4ccccc4)ccc3O[C@@H]2[C@@H](CO)O1 | -2
C[C@H](CO)N1C[C@H](C)[C@H](CN(C)S(=O)(=O)c2cn(C)cn2)Oc2ccc(NC(=O)c3ccncc3)cc2CC1=O | 0
Cc1ccc(-c2ccc3c(c2)O[C@@H](CN(C)S(C)(=O)=O)[C@H](C)CN([C@H](C)CO)S3(=O)=O)cc1 | -2
C[C@@H]1CN([C@H](C)CO)S(=O)(=O)c2ccc(-c3ccncc3)cc2O[C@@H]1CN(C)C(=O)CN(C)C | -4
CC(C)CC#Cc1ccc2c(c1)O[C@H](CN(C)C(=O)CN(C)C)[C@H](C)CN([C@@H](C)CO)S2(=O)=O | 2
C[C@H]1CN([C@@H](C)CO)C(=O)Cc2cc(NC(=O)Cc3ccccc3)ccc2O[C@@H]1CN(C)C(=O)Nc1ccccc1 | -1
COc1cccc(-c2cnc3c(c2)C(=O)N([C@@H](C)CO)C[C@H](C)[C@H](CN(C)Cc2cccnc2)O3)c1 | 2
C[C@H]1CN([C@@H](C)CO)C(=O)Cc2cc(NC(=O)Cc3cn(C)c4ccccc34)ccc2O[C@H]1CN(C)C(=O)Nc1ccc(F)cc1 | 3
Cc1ccc(S(=O)(=O)Nc2ccc3c(c2)C(=O)N([C@H](C)CO)C[C@@H](C)[C@H](CN(C)C(=O)Nc2ccc(F)cc2)O3)cc1 | -5
C[C@H](O)C#Cc1cnc2c(c1)C(=O)N([C@H](C)CO)C[C@@H](C)[C@@H](CN(C)Cc1cccc(F)c1)O2 | 1
C[C@H]1CN([C@@H](C)CO)S(=O)(=O)c2ccc(C3=CCCC3)cc2O[C@@H]1CN(C)C(=O)c1cnccn1 | 13
COc1ccccc1S(=O)(=O)N(C)C[C@H]1Oc2cc(C#CCC3CCCC3)ccc2S(=O)(=O)N([C@@H](C)CO)C[C@@H]1C | -1
Cc1ccc(S(=O)(=O)N(C)C[C@@H]2Oc3c(NS(=O)(=O)c4ccc(F)cc4)cccc3C(=O)N([C@@H](C)CO)C[C@H]2C)cc1 | 9
C[C@@H]1CN([C@@H](C)CO)C(=O)c2cc(NC(=O)CCC(F)(F)F)ccc2O[C@@H](C)CCCCO[C@H]1CN(C)C(=O)c1ccccc1 | -16
O=C(N/N=C/c1cccc(Oc2ccccc2)c1)c1ccccc1O | -1

Bioassay records from PubChem BioAssay.
